Screening results from PubChem BioAssay.
SENP8 block-1: blocks the human protease SENP8. 330,000 tested, 1.2% active. purified SENP8, Z-RLRGG-aminoluciferin cleavage, luminescence. Q96LD8. AID 2540. inhibition, % at 10 µM; in the data active = inhibition above about 50%
HKDC1 inhibitor: HKDC1 (human) hexokinase inhibition; recombinant HKDC1, G6PDH/diaphorase resazurin coupled fluorescence; inhibition, % at 20 µM; 340,000 tested, 0.16% active;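 active = inhibition above about 35% when tested at 20 µM, limit read from the data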;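 also: plate controls were DMSO wells with enzyme for no effect and DMSO wells lacking enzyme for full effect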
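Assay system: recombinant HKDC1 hexokinase; detection: coupled resazurin fluorescence, excitation 525 nm, emission 613 nm; benchmarks: DMSO-plus-enzyme-mix negative control, buffer-substituted positive control; compound dosing: single 20 µM dose; schedule: 90 min at room temperature in dark; also added: glucose plus 1 mM ATP as hexokinase substrates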
SENP7 inh: blocks the human protease SENP7 | Q9BQF6 | recombinant SENP7, Z-RLRGG-aminoluciferin luminescence, 40 min | inhibition, % at 5 µM | 330,000 tested, 1.5% active;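 active = inhibition above about 50% at the single test dose, limit read from the data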;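 also: plate controls were DMSO with enzyme for no effect and no enzyme buffer wells for full effect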
SENP6 block: blocks the human protease SENP6; inhibition, % at 10 µM; AID 2599; Q9GZR1; Recombinant SENP6 catalytic domain, aminoluciferin luminescence; 330,000 tested, 1.8% active;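 active = inhibition above about 50% at the single tested dose, limit read from the data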;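 also: plate controls were DMSO wells with enzyme for no effect and DMSO wells lacking enzyme for full effect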
PfG6PD inh: PfG6PD (Plasmodium falciparum) enzyme inhibition | inhibition, % at 20 µM | 350,000 tested, 0.78% active | AID 504690 | PfGluPho enzyme, NADPH resazurin-diaphorase fluorescence;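 active = inhibition reaching at least a set limit at 20 µM in the primary screen, cut at about 59% in these data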;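 also: 0% = DMSO wells with substrate and 100% = DMSO wells lacking glucose-6-phosphate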
SENP1 inh: SENP1 (human) catalytic domain inhibition | recombinant SENP1 catalytic domain, CyPet-SUMO1-YPet FRET cleavage | 360,000 tested, 0.21% active | inhibition, % at 10 µM | AID 624204;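 active = inhibition at least 30% at 10 µM, raw YFP signal under a set limit, fluorescence ratio 0.5 to 1.5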;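 also: 0% = enzyme with DMSO and 100% = no enzyme wells; some results filed as inactive read as strong as hits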
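Assay system – human recombinant His6-tagged SENP1 catalytic domain enzyme · Input – SENP1 enzyme, 20 pM final · Buffer or medium – Tris pH 8 buffer plus EDTA, NaCl, BME, BSA, NP40, catalase · Schedule – 50 min reaction at room temperature · Technique – FRET read of cyan and yellow fluorescence · Control set – no-enzyme wells low, DMSO-plus-enzyme wells high control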
Apaf-1 inh: blocks human Apaf-1 apoptosome activity; O14727; reconstituted apoptosome caspase-3 activity, DEVD-Rh110 fluorescence; inhibition, % at 20 µM; 330,000 tested, 0.71% active; AID 489030; active = inhibition of at least 40% at 20 µM;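 also: plate controls were DMSO wells for no effect and DEVD-CHO caspase inhibitor wells for full effect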
Target sequence (O14727 whole entry, looked up): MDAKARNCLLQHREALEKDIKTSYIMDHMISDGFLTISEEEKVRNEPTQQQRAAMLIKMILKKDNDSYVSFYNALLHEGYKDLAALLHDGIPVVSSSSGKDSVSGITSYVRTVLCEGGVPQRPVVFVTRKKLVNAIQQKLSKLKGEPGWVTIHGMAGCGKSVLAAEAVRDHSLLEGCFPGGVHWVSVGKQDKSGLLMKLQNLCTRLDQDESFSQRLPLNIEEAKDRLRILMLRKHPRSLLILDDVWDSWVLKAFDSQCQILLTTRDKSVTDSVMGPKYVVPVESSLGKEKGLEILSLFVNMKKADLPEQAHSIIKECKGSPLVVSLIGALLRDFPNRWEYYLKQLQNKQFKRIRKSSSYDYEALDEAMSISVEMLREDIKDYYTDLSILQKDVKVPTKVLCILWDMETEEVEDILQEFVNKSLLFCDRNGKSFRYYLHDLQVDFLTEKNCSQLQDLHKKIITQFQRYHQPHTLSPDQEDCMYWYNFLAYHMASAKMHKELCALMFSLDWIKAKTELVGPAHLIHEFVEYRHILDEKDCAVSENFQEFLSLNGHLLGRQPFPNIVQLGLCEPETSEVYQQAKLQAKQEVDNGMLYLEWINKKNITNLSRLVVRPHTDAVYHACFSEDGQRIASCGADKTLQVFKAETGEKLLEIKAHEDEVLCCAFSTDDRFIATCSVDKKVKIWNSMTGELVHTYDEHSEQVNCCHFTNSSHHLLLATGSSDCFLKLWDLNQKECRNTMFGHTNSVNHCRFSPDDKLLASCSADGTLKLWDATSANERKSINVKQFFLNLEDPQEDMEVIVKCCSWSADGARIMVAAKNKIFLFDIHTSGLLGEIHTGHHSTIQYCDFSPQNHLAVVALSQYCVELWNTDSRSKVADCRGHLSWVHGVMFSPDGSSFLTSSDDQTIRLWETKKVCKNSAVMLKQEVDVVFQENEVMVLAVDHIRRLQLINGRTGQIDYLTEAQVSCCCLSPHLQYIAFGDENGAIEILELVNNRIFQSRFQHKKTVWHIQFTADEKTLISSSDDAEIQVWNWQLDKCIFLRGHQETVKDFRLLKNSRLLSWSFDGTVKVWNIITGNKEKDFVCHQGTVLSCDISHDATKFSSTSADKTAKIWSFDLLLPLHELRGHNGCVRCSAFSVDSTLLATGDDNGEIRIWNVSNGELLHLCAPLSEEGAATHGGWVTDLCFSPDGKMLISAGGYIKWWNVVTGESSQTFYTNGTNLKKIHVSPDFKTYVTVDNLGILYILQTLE
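Medium: Hepes buffer, pH 7.5 / System: biochemical Apaf-1 apoptosome reconstitution / Measured by: Rh110 fluorescence, excitation 480 nm, emission 540 nm / Times: compound with Apaf-1, dATP, procaspase-3 30 min, then 50 min reaction, room temperature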
SENP8 block-2: blocks human SENP8 cleavage of Nedd8 substrate; Q96LD8; recombinant SENP8, Nedd8 substrate fluorescence; inhibition, % at 20 µM; 360,000 tested, 0.64% active; AID 602440; in the data active = inhibition mostly above about 40%, no sharp cut-off; inactive = mostly below about 27%
Active calls of the source: *; i = inactive; nt = not tested or not shown.

no.	SMILES	SENP8 block-1	HKDC1 inhibitor	SENP7 inh	SENP6 block	PfG6PD inh	SENP1 inh	Apaf-1 inh	SENP8 block-2
1	C=CCSc1nccc(=O)[nH]1	-10.5	-10.8	-10.1	-31.3	1.3	0.5	3.9	11.9
2	Cc1cccn2c(CNCCCOc3cccnc3)c(C(=O)N3CCOCC3)nc12	1.1	-15.0	8.2	1.2	-14.9	-3.7	-8.6	-1.8
3	CSc1nc(N)nc2c1ncn2CC(=O)NCCCN1CCCC1=O	-11.8	-4.4	1.3	-11.4	-1.9	1.5	-9.8	-17.3
4	CCOC(=O)CNC(=O)c1cn(CC(C)C)c(=O)c2cc(OC)c(OC)cc12	-5.3	2.8	-2.2	-28.7	-1.3	0.1	10.6	4.3
5	Cc1cc(C)n(-c2nc(C)nc(N)n2)n1	-12.2	-4.2	-10.2	-7.0	-4.7	-1.1	5.7	16.5
6	CCOCCCN(C(=O)CNC(=O)c1ccco1)C(C(=O)NC1CCCC1)c1cccc(OC)c1 (configuration not stated)	4.7	-0.4	7.8	-17.9	4.7	-0.4	-0.4	0.9
7	CCC(CC)c1nnc(NC(=O)CCCN2C(=O)c3ccccc3C2=O)s1	-6.4	3.6	-5.9	-8.0	-11.9	1.2	3.8	13.2
8	CCC(C)C(=O)Nc1nnc(-c2cccs2)s1 (configuration not stated)	2.9	5.2	0.1	-7.4	20.6	-0.6	-6.6	i
9	COc1ccc(-c2cc(C(=O)NNC(=S)NC(=O)c3c(-c4ccccc4)noc3C)[nH]n2)cc1	-4.9	-45.7	-5.7	-7.1	-54.8	-0.2	17.3	-2.7
10	c1ccc(Sc2cccc3ccccc23)c(CNC2=NCCN2)c1	-8.9	0.6	-1.0	2.1	-2.6	0.5	2.3	29.6
11	COC(=O)[C@H](CCSC)NC(=O)Cn1ccc(NC(=O)OCc2ccccc2)nc1=O	-0.2	-0.3	2.8	10.9	3.1	4.1	7.7	10.5
12	COc1ccc(CCNc2oc(-c3ccc(C)cc3)nc2C#N)cc1OC	-11.0	2.3	8.4	-13.3	8.4	-8.5	3.0	-458.2
13	COc1ccccc1/C=C/C(=O)OC(C)CN1CCCCC1 (configuration not stated)	3.4	-9.1	4.9	-12.5	-4.7	0.9	-4.3	-198.2
14	COc1cccc(NC(=O)CN(C)C(=O)CNC(=O)c2ccc3ccccc3c2)c1	-8.9	2.4	-3.8	7.0	0.2	1.0	9.7	-0.9
15	CC(C)(C)NC(=S)N/N=C\c1ccc(-c2ccc([N+](=O)[O-])cc2)o1	-6.3	-5.2	-1.5	5.6	49.0	-35.4	1.0	-7.0
16	COc1cc(NC(=O)Cc2ccccc2)c(C(=O)O)cc1OC	-3.1	-3.2	1.1	-5.2	27.9	2.5	-5.5	-11.0
17	CCn1c(SCC(=O)c2cc(C)n(CC3CCCO3)c2C)nc2ccccc21 (configuration not stated)	1.5	1.6	0.2	6.7	11.7	-3.9	8.9	12.5
18	O=S(=O)(Nc1nc2ccccc2nc1NCCO)c1cccc(Cl)c1	-0.7	5.2	2.1	19.2	3.6	-75.7	2.9	-175.5
19	O=C(Cc1ccc([N+](=O)[O-])cc1)N1N=C2CCCCC2C1(O)C(F)(F)F (configuration not stated)	-6.9	-5.1	0.1	-12.4	4.5	1.0	-18.8	18.6
20	CN(Cc1ccco1)S(=O)(=O)c1cc(F)ccc1CN1C(=O)c2cccnc2C1=O	-0.8	-4.3	17.1	-14.7	8.0	1.5	-7.7	10.3
21	O=C(Cn1nnc(-c2ccc(F)cc2)n1)Nc1cccc(S(=O)(=O)N2CCCC2)c1	3.9	3.7	6.5	-3.6	14.3	-0.5	9.8	-11.5
22	Cc1cc(C(=O)O)sc1C	7.3	4.9	0.5	-1.0	-10.8	-0.2	-20.8	11.6
23	O=C(CCC(=O)c1ccc(F)cc1)OC1CCOC1=O (configuration not stated)	3.8	5.3	-0.1	-8.9	-24.6	3.0	-7.5	18.9
24	Cc1cc(C(=O)CCC(=O)NNC(=O)c2ccccc2O)c(C)s1	-6.7	-6.9	-4.1	1.6	-30.4	-3.0	-2.2	-125.4
25	CCOC(=O)C1CCCN(S(=O)(=O)c2cn(C)c(=O)n(C)c2=O)C1 (configuration not stated)	-1.6	-4.7	1.3	-14.1	-16.3	3.1	-1.7	3.1
26	O=C(c1cccs1)c1ccccc1Cc1cccs1	nt	2.2	nt	nt	16.2	-0.7	nt	-0.4
27	CCNc1nc(NC(C)C)nc(Oc2ccc(=O)n(C)n2)n1	1.1	-8.5	-1.6	11.5	4.1	-0.3	-4.7	3.5
28	COc1ccc(CNC(=O)C[C@H]2C[C@H](C(=O)N(C(C)C)C(C)C)[C@@]3(C)c4[nH]c5ccc(Cl)cc5c4CCN3C2=O)cc1OC	nt	-1.4	-0.5	nt	7.5	0.0	28.8	7.0
29	COCCn1nnnc1C(C(C)C)N1CCOCC1 (configuration not stated)	-17.5	-8.6	-9.8	-19.1	-7.4	1.4	-5.6	6.7
30	O=C(CSc1nc2cc(Cl)ccc2s1)Nc1cccc(S(=O)(=O)N2CCOCC2)c1	-3.0	2.3	3.1	3.0	17.2	0.6	5.7	22.5
31	O=C1OC[C@H](Cc2ccc3c(c2)OCO3)/C1=C\c1ccc2c(c1)OCO2	-7.8	3.1	1.4	-10.1	26.7	0.3	-8.0	-59.6
32	Cc1ccccc1Cn1c2ccccc2c2cnn(CC(=O)NCCCN3CCOCC3)c(=O)c21	4.7	-5.0	3.7	2.1	16.3	0.5	6.2	-16.6
33	Cc1ccc(SCCNC(=O)C(C)C)cc1	-0.5	-7.1	-0.7	-27.4	7.4	2.4	-20.8	13.8
34	CCCC(C(=O)NCCC(C)C)N(Cc1ccc(F)cc1)C(=O)c1snc(C(N)=O)c1N (configuration not stated)	-9.8	-4.5	-6.0	11.9	0.9	-7.9	2.5	-272.3
35	CCCC(=O)NC(=S)c1c(C)n(C)n(-c2ccccc2)c1=O	8.5	2.8	4.3	5.2	-6.8	-4.1	0.4	14.9
36	CCn1cc(CN2CCC(C(=O)Nc3ccc(Oc4cccnc4)cc3)CC2)cn1	-12.4	-4.5	-12.5	-11.7	2.3	-1.0	13.8	-0.2
37	CC1(C)Cc2c(c(-c3ccco3)nc3n[nH]c(N)c23)CO1	-4.3	-8.2	2.7	-5.4	-12.2	-3.2	5.9	-45.5
38	Cc1ccc(CN2CCCOCCS2(=O)=O)cc1	0.5	-7.0	-5.5	-13.4	4.0	0.5	6.4	13.5
39	CCCNS(=O)(=O)c1cc2c3c(c1)C(C)C(=O)N3CCC2 (configuration not stated)	-7.0	-4.7	4.9	-8.3	-1.0	0.5	-9.7	-0.3
40	COc1ccc(F)c(-c2nc(CN3CCC(c4ccccc4)CC3)c(C)o2)c1	-5.2	-5.0	-5.0	-10.9	2.2	-17.2	11.2	-29.8
41	COc1ccc(Cn2nnnc2C(c2ccc3ncccc3c2)N2CCN(C3CCCCC3)CC2)cc1 (configuration not stated)	3.0	9.1	3.6	1.6	7.0	-1.7	6.9	12.3
42	O=C(Nn1cnnc1)C(Sc1ccccc1)c1ccccc1 (configuration not stated)	3.2	4.6	-1.3	4.1	-4.5	1.4	-26.4	4.0
43	CCOc1ccc(N2C(=O)c3ccccc3C2O)cc1 (configuration not stated)	12.5	2.2	3.4	37.5	-7.8	1.1	7.1	-10.3
44	O=c1[nH]cnc2c1sc1nc(C(F)F)cc(-c3ccccc3)c12	14.4	-7.1	-0.9	5.9	-5.3	-5.6	-17.4	i
45	COCn1c(COc2ccc3ccccc3c2)nc2ccccc21	22.6	3.4	31.8	36.2	8.2	-0.7	1.7	-4.6
46	O=C(C[n+]1ccc(/C=C/c2ccccc2)cc1)c1ccc2c(c1)OCCO2	-6.8	5.8	-10.3	-17.0	17.6	-96.6	17.4	-81.4
47	CCN1CCN(Cc2c(C)[nH]c3ccc(OC)cc3c2=O)CC1	-8.5	-3.7	-6.2	-12.4	-1.5	1.4	2.6	-62.0
48	Cn1c(=O)c2c(nc(SCCN3CCOCC3)n2Cc2ccc(F)cc2)n(C)c1=O	4.0	-9.3	-7.4	-25.5	20.7	1.8	-7.5	6.1
49	O=C1CN(C(=O)c2ccccc2F)c2ccccc2N1	6.1	-6.7	-16.2	-2.7	4.3	0.3	-6.0	3.7
50	Cn1c(=O)c2c(nc(Oc3ccccc3Cl)n2C)n(C)c1=O	nt	-5.1	nt	nt	-0.1	-0.3	nt	5.4
51	CCc1cccc(C)c1NC(=O)C1CC=CCC1C(=O)O (configuration not stated)	3.6	-7.6	1.4	-9.9	-14.8	2.4	-6.8	6.8
52	CCc1nc(CN2CCCC(C(=O)c3ccc4c5c(cccc35)CC4)C2)c(C)[nH]1 (configuration not stated)	-5.4	-8.4	-3.9	-7.9	2.4	-5.0	-10.1	-244.8
53	COc1ccc(C(=O)CSc2ccc(-c3ccccc3)nn2)cc1	-0.3	8.5	-1.6	4.1	3.0	1.6	-2.9	6.2
54	COc1ccc(C2=NCCn3cccc32)c(OC)c1	3.7	-11.1	2.0	14.9	1.3	0.0	0.0	-37.4
55	O=C(CCCC(=O)N(CC(=O)NC1CCCCC1)CC1CCCO1)Nc1ccccn1 (configuration not stated)	-2.1	0.2	-10.4	-6.9	-17.6	0.9	2.1	14.0
56	CCN1CCc2c(C#N)c(N3CCOCC3)nc(N3CCOCC3)c2C1	-2.4	-7.5	-16.2	4.0	2.4	-31.1	3.4	-260.5
57	CC1(c2ccc(OC(F)F)cc2)NC(=O)N(CC(=O)NC2CCCC2)C1=O (configuration not stated)	3.2	-4.6	-0.3	5.2	1.2	1.0	-14.9	10.7
58	O=C(O)c1cccc(OCCN2CCCC2=O)c1	0.5	-1.2	-3.8	8.2	4.9	1.8	-11.8	6.8
59	Cc1cccc(NC(=S)Nc2ccc(Oc3ccccc3)cc2)n1	-5.6	14.7	-2.2	-0.5	20.1	0.6	14.3	2.8
60	CC1CC(C)CN(CCCNC(=O)Cn2cccc2C(=O)c2ccccc2)C1 (configuration not stated)	12.4	-5.3	4.5	2.8	-2.4	-0.9	1.6	17.5

In a second layout: two of the compounds above.
31) O=C1OC[C@H](Cc2ccc3c(c2)OCO3)/C1=C\c1ccc2c(c1)OCO2
  SENP8 block-1: -7.8
  HKDC1 inhibitor: 3.1
  SENP7 inh: 1.4
  SENP6 block: -10.1
  PfG6PD inh: 26.7
  SENP1 inh: 0.3
  Apaf-1 inh: -8.0
  SENP8 block-2: -59.6

54) COc1ccc(C2=NCCn3cccc32)c(OC)c1
  SENP8 block-1: 3.7
  HKDC1 inhibitor: -11.1
  SENP7 inh: 2.0
  SENP6 block: 14.9
  PfG6PD inh: 1.3
  SENP1 inh: 0.0
  Apaf-1 inh: 0.0
  SENP8 block-2: -37.4

The list continues:
no.	SMILES	SENP8 block-1	HKDC1 inhibitor	SENP7 inh	SENP6 block	PfG6PD inh	SENP1 inh	Apaf-1 inh	SENP8 block-2
61	Cc1c(C(=O)OCC(=O)N(C)c2ccccc2)oc2ccccc12	-5.2	-5.7	10.0	-9.5	-11.2	-0.4	21.6	-132.8
62	COC(c1ccccc1)c1nnc(CCC(=O)NC2C3CC4CC(C3)CC2C4)o1 (configuration not stated)	-12.4	-6.7	-6.8	-10.2	-7.5	2.7	-1.1	4.0
63	N#Cc1c(N)nc(Sc2ccc(Cl)cc2)c(C#N)c1-c1ccccc1Cl	-9.0	0.0	11.0	-13.8	25.8	2.5	-7.9	-149.1
64	Cc1cc(C)c2c(N)c(C(=O)c3ccccc3)oc2n1	-8.4	15.9	1.9	6.0	-11.8	-39.2	3.8	-115.2
65	COC(=O)C(=C/C=C/N1CCOCC1)C(=O)OC	-6.2	nt	-3.4	-12.4	nt	nt	-2.0	nt
